# HTT aggregate – qHTS Multiplex Assay to Identify Dual Action Probes in a Cell Model of Huntington: Aggregate Formation (GFP) | PC12 HttQ103-GFP aggregates, Acumen cytometry, 40 h | Potency, µM (series often up to 46.1 µM), inactives show at the highest dose activity change, negative = inhibition, usual class: inhibitors | 220,000 tested, 1.1% active | AID 1688, 2009; note: potency is the fitted concentration of half-maximal effect; % is set by controls: 0 for no effect and ±100 for the full control effect; nearly all actives have a fitted effect of over 60% in size
#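 Huntingtin Q103 exon 1–GFP aggregates in induced PC12 cells (100 nM tebufenozide) were quantified by cytometry from lysates, with compounds dosed in titration.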
# L3MBTL1 inh – qHTS Assay for the Inhibitors of L3MBTL1; 230,000 tested, 0.66% active; Lethal(3)malignant brain tumor-like protein 1 (Homo sapiens), Q9Y468; AID 485360, 2010; Potency, µM (doses to about 57.1 µM), for inactives: at the highest dose activity, negative = inhibition, actives largely listed as inhibitors; AlphaScreen L3MBTL1–H3K9me1 peptide binding; note: potency is the fitted concentration of half-maximal effect; % is set by controls: 0 for no effect and ±100 for the full control effect; nearly all actives have a fitted effect of over 60% in size
#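 AlphaScreen proximity signal between nickel-chelate acceptor and streptavidin donor beads (final 10 ug/mL) reports binding of 50 nM L3MBTL1 to 75 nM biotin-H3 K9me1 peptide; complex incubated with compounds 30 min at room temperature; cefsulodin titration as control.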
# KinaseGlo FLuc – Counterscreen for Luciferase (Kinase-Glo TM) Inhibition; Luciferin 4-monooxygenase (Photuris pensylvanica), Q27757; Kinase-Glo luciferase, ATP luminescence, 8 min; Potency, µM (doses to about 38.3 µM), for the others: at the top dose activity change, negative = inhibition, hits mostly inhibitors; 200,000 tested, 0.28% active; note: potency is the fitted concentration of half-maximal effect; % is set by controls: 0 for no effect and ±100 for the full control effect; nearly all actives have a fitted effect of over 60% in size
#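 Recombinant Kinase-Glo luciferase, 10 uM ATP (linear range), luciferin; imidazole pH 7.2 / KCl / MgCl2 / Tween / BSA buffer; 8 min RT; luminescence.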
# Epigenetic reg – Quantitative High-Throughput Screen for Regulators of Epigenetic Control. murine LDR cells, GFP reporter derepression, 30 h. 280,000 tested, 0.2% active. Potency, µM (highest dose often 53.9 µM), for the others: at the highest dose GFP activation, hits mostly activators. AID 1865, 2009; note: potency is the fitted concentration of half-maximal effect; % of control where 0% means no effect; nearly all actives have a fitted effect of over 60% in size
#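 In this reporter-derepression format, murine cells bearing a silenced integrated CMV-GFP locus incubate with test compound (30 h, 37 C), then are washed and imaged; fluorescent objects of 20–120 um count as induced cells.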
# IMPase Li inh – qHTS Assay for Identifying the Cell-Membrane Permeable IMPase Inhibitors: Potentiation with Lithium; CHO-M1 cells, IP1 TR-FRET (IP-One), carbachol + lithium; Potency, µM (highest dose often 59.4 µM), for inactives: at the top dose activity, negative = IMPase inhibition, hits mostly inhibitors; 210,000 tested, 0.35% active; AID 1457, 2008;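 note: IP1 builds up when IMPase is blocked and the TR-FRET signal falls; potency is the fitted concentration of half-maximal effect; plate controls were basal vehicle for no effect and high inhibitor control for full effect; nearly all actives have a fitted effect of over 50% in size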
#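 Readout is a homogeneous TR-FRET IP1 immunoassay (Ex 320, Em 665 and 620), where raised cytosolic IP1 lowers signal. Cells were CHO-M1 treated 30 min at 37C with test compounds plus a little lithium; AC50 values came from Hill-equation fitting.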
# NPSR antagonist – qHTS Assay for Antagonists of the Neuropeptide S Receptor: cAMP Signal Transduction. Q6W5P4. CHO-NPSR cells, cAMP TR-FRET, antagonist mode. Potency, µM (series often up to 38.3 µM), inactives show top-dose activity change, negative = inhibition, most hits filed as inhibitors. 220,000 tested, 1% active. AID 1461, 2008; note: potency is the fitted concentration of half-maximal effect; % is set by controls: 0 for no effect and ±100 for the full control effect; nearly all actives have a fitted effect of over 50% in size; many of its hits are not listed in these tables
# Target sequence (Q6W5P4 whole entry, looked up): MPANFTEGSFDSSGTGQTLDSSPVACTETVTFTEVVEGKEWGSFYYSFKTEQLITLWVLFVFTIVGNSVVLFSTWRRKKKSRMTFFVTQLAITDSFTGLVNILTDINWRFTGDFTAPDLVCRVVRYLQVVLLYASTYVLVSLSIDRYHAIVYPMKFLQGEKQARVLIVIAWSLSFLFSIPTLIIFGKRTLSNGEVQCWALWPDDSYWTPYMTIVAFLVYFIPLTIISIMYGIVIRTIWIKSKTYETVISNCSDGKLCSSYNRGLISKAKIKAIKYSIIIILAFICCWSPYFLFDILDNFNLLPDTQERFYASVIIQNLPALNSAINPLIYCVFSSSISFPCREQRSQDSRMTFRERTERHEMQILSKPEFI
# CBFb-RUNX1 inh – qHTS Assay for Compounds Blocking the Interaction Between CBF-beta and RUNX1 for the Treatment of Acute Myeloid Leukemia; Runt-related transcription factor 1 (Homo sapiens) + Core-binding factor subunit beta …; AlphaScreen CBFb-His/RUNX1-biotin binding, biochemical; Potency, µM (doses to about 59.8 µM), without a hit: at the top dose activity, negative = inhibition, usual class: inhibitors; 230,000 tested, under 10 active; AID 1477, 2009; note: % of control where 0% means no effect
# Target sequence (Q01196 whole entry, looked up): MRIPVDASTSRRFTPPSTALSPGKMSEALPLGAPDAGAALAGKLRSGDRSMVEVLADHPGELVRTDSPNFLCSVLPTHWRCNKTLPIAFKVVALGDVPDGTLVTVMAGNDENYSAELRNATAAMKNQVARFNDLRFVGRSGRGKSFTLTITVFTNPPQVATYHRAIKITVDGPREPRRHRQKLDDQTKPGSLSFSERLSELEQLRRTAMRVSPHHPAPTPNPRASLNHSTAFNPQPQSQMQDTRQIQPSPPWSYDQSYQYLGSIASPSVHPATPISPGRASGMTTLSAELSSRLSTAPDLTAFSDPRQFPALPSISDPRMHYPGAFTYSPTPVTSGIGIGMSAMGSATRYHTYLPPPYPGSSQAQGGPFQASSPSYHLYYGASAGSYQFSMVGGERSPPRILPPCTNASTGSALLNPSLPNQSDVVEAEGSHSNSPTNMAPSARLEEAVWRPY
# Target sequence (Q13951 whole entry, looked up): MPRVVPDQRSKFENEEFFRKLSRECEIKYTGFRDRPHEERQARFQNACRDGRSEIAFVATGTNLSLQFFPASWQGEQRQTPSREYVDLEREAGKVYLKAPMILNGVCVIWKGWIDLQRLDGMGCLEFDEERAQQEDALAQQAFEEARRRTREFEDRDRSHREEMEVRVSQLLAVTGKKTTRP
#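 CBF-beta (His) and RUNX1 (biotin), 30 nM each; 20 min preassociation; + compound, 15 min; + beads 50 ng each (Ni, streptavidin), 90 min; RT; AlphaScreen read.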
# Active calls of the source: *; ? = inconclusive; . = no result given; & = joins results of further samples; [ ] = dose if it differs, or a comment. Calls come from the whole dose curve; as a rule, active = well fitted curve in the direction sought with a large enough effect; inconclusive = small, poorly fitted or top-dose-only effect, or another doubt; inactive = no such curve, though single readings can be large; an effect the other way counts as inactive or inconclusive. These rows are one share of the data, so the mix of outcomes need not match the whole.
# Order of results: HTT aggregate	L3MBTL1 inh	KinaseGlo FLuc	Epigenetic reg	IMPase Li inh	NPSR antagonist	CBFb-RUNX1 inh
CC(C)NC(=O)NC(=O)CSc1nnc(-c2ccccc2F)n1N
  18%	2%	4%	1.2%	7%	9%	4%
Cc1cc(C)cc(NC(=S)/C(=C(\[O-])c2ccc(Cl)cc2Cl)[n+]2ccccc2)c1
  5%	-24%	6%	5.1%	7%	-26%	-19%
COc1ccc(C2C(C(=O)Nc3cc(C)on3)c3ccccc3C(=O)N2C)cc1 (stereo unspecified)
  7%	1%	-4%	-1.9%	-26%[38.3 µM]	1%[46.1 µM]	0%
COc1ccc(NC(=O)Cc2c(C(=O)O)n(C)c3ccccc23)cc1OC
  -14%	.	.	-0.2%	-8%	41%	-1%
CC(=O)c1ccc(Sc2ccccn2)c([N+](=O)[O-])c1
  6%[9.22 µM]	.	.	8.2%	.	22%	14%
Cc1snc(S(=O)(=O)/C(C#N)=N/Nc2cccc(C(F)(F)F)c2)c1C#N
  -2%	.	1%	4.0%	24%[38.3 µM]	1%[46.1 µM]	-15%
Cn1cc(CN2CCCC(CO)(Cc3ccccc3)C2)cn1 (stereo unspecified)
  5%[9.22 µM]	-1%	6%	1.5%	4%	-26%	0%
COc1ccc(C(=O)Nc2ccccc2C(=O)NCCCn2ccnc2)cc1
  0%	-5%	-2%	-2.9%	-14%[38.3 µM]	6%[46.1 µM]	-3%
CC(C(=O)NCc1ccco1)n1nc(-c2ccccc2)c2cc(Cl)ccc21 (stereo unspecified)
  -10%	.	0%	0.2%	8%[38.3 µM]	-3%[46.1 µM]	0%
O=C(NCC1CC1)[C@H]1C[C@@H]1[C@H](NP(=O)(c1ccccc1)c1ccccc1)c1ccccc1
  .	.	2%	-1.4%	-1%	.	8%
Cc1cc(C)c2nc(NC(=O)c3cccc(S(=O)(=O)N4CCc5ccccc54)c3)sc2c1
  -8%	-14%	-2%	0.0%	-5%	5%	9%
NC(=O)C1CCN(c2ccc(C(F)(F)F)cc2[N+](=O)[O-])CC1
  7%	0%	0%	-1.2%	7%[38.3 µM]	-10%[46.1 µM]	8%
COc1cccc(CN2CCN(Cc3ccc(C#CC(C)(C)O)s3)CC2CCO)c1 (stereo unspecified)
  -11%[9.22 µM]	6%	-4%	0.1%	11%	1%	8%
COC(=O)C1=C(C)N(c2ccc(F)cc2)C(=O)C1
  16%	4%	7%	0.0%	3%	-10%[46.1 µM]	14%
CC(NC(=O)C12CC3CC(CC(C3)C1)C2)C(=O)NCCN(C)C (stereo unspecified)
  -9%	4%	.	-1.0%	.	-2%[46.1 µM]	1%
CC(=O)Nc1cccc(NC(=O)C2CCCN2C(=O)Nc2ccc(Cl)cc2)c1 (stereo unspecified)
  2%	.	-1%	0.0%	32%[38.3 µM]	7%[46.1 µM]	4%
Cc1ccc(SCCC(=O)NCCSCc2ccccc2C)cc1
  -3%	28%	.	-1.1%	.	-7%[46.1 µM]	20%
CSCCC(N=C(NS(=O)(=O)c1ccc(C)cc1)c1ccccc1)C(=O)O (stereo unspecified)
  -1%[9.22 µM]	3%	.	0.1%	.	13%	3%
COc1cccc(C(=O)CC2c3c(c(Br)c4c(c3OC)OCO4)CCN2C)c1 (stereo unspecified)
  .	.	-1%	-1.1%	6%	.	17%
COc1ccc(-c2coc3cc4oc(=O)cc(C)c4cc23)cc1F
  5%	12%	-1%	0.0%	-3%[38.3 µM]	-7%[46.1 µM]	-1%
CC1(C)CC(=O)C(C(C2=C(O)CC(C)(C)CC2=O)c2ccco2)C(=O)C1 (stereo unspecified)
  24%	-21%	-4%	0.0%	-22%[38.3 µM]	-7%[46.1 µM]	-6%
CCN(CC)C(=O)/C(=C/c1cccc([N+](=O)[O-])c1)NC(=O)c1ccco1
  3%	.	-2%	-1.2%	-2%	13%	-5%
COc1ccc(Cn2c(CCC(=O)Nc3ccccc3OC)nc3cccnc32)cc1
  ?	.	2%	-3.7%&0.0%	1%	-16%	-2%
CCO[C@H]1OC(C(=O)N2CCN(Cc3ccc4c(c3)OCO4)CC2)=C[C@@H](c2ccc3c(c2)OCO3)[C@@H]1CCCO
  4%[9.22 µM]	-12%	.	-3.2%	7%	40%	-4%
CCOC(=O)c1ccc(S(=O)(=O)N2CCNCC2)cc1
  -13%	.	-1%	1.0%	-10%[38.3 µM]	3%[46.1 µM]	-2%
O=C(CCN1C(=O)C2C3CCC(C3)C2C1=O)OCC(=O)c1cccc([N+](=O)[O-])c1 (stereo unspecified)
  -7%	3%	2%	0.0%	-4%	3%	1%
Cc1nn(-c2ccc(F)cc2)c(C)c1CN1CCN(CCC(C)C)C(CCO)C1 (stereo unspecified)
  1%	8%	0%	2.5%	14%	-4%	4%
O=C(Nc1ccc(O)cc1)c1ccc(C(=O)c2ccccc2)o1
  ?	-6%	0%	2.6%	12%[38.3 µM]	-18%[46.1 µM]	-6%
O=C(CSCc1ccccc1)N1CCN(Cc2ccc3c(c2)OCO3)CC1
  -12%	-17%	3%	-1.0%	8%	-4%	-8%
CC(C)c1nc2ccc(C(=O)O)cc2[nH]1
  3%[9.22 µM]	.	0%	-4.5%	7%[38.3 µM]	-6%[46.1 µM]	5%
C=CCn1c(SCC(C)=O)nnc1-c1cc(-c2ccccc2)sc1N
  -13%	-5%	4%	-0.3%	15%	-6%[46.1 µM]	-17%
CCOC(=O)C1CCCN(S(=O)(=O)c2c(C)c(C)cc(C)c2C)C1 (stereo unspecified)
  9%	10%	3%	-0.9%	1%	?	24%
O=C1CCCN2N=C(SCC(=O)N3CCCCC3)SC2=N1
  9%[9.22 µM]	.	.	0.0%	.	1%	2%
CCCCC/C=C\C/C=C\CC1OC1C/C=C\CCCC(=O)O (stereo unspecified)
  .	.	-6%	1.1%&0.0%	-1%&5%	.	2%&-3%
COc1cc(C2NC(=O)NC(C)=C2C(=O)OCC2CCCO2)cc(OC)c1OC (stereo unspecified)
  3%[9.22 µM]	-11%	-2%	-2.3%	-6%	0%	6%
CC(C)(C)NC(=O)C(c1ccncc1)N(Cc1cccs1)C(=O)Cn1nnc(-c2cccs2)n1 (stereo unspecified)
  4%	-13%	-2%	0.0%	15%[38.3 µM]	?	1%
O=C(O)CC/C(=N\Nc1ccc(S(=O)(=O)N2CCCC2)cc1[N+](=O)[O-])c1cccs1
  -2%	.	-3%	0.7%	37%[38.3 µM]	-25%[46.1 µM]	-30%
CCOCCCNC(=O)c1ccc(Cn2c(=S)[nH]c3c([nH]c4ccc(OC)cc43)c2=O)cc1
  -24%	.	1%	2.3%	-7%	7%	-14%
CC(C)N1C(=O)S/C(=C/c2ccccc2OCc2ccc(C(=O)O)cc2)C1=O
  -3%	-17%	2%	-0.7%	2%	-22%	-4%
CSc1ccccc1NC(=O)c1noc2c1CCC2
  -5%	14µM*	1%	0.9%	-2%	-2%[46.1 µM]	?

# Two entries from above, as labelled records:
CCO[C@H]1OC(C(=O)N2CCN(Cc3ccc4c(c3)OCO4)CC2)=C[C@@H](c2ccc3c(c2)OCO3)[C@@H]1CCCO
  HTT aggregate = 4%[9.22 µM]
  L3MBTL1 inh = -12%
  KinaseGlo FLuc = .
  Epigenetic reg = -3.2%
  IMPase Li inh = 7%
  NPSR antagonist = 40%
  CBFb-RUNX1 inh = -4%

CCOC(=O)c1ccc(S(=O)(=O)N2CCNCC2)cc1
  HTT aggregate = -13%
  L3MBTL1 inh = .
  KinaseGlo FLuc = -1%
  Epigenetic reg = 1.0%
  IMPase Li inh = -10%[38.3 µM]
  NPSR antagonist = 3%[46.1 µM]
  CBFb-RUNX1 inh = -2%

# Going on with the list:
# Order of results: HTT aggregate	L3MBTL1 inh	KinaseGlo FLuc	Epigenetic reg	IMPase Li inh	NPSR antagonist	CBFb-RUNX1 inh
c1nc(NCCN2CCOCC2)c2cc(-c3ccc4c(c3)OCO4)ccc2n1
  .	.	-6%	0.1%	7%	.	.
O=C(c1ccc(S(=O)(=O)N2CCOCC2)cc1)N(c1ccc(F)cc1)C1C=CS(=O)(=O)C1 (stereo unspecified)
  1%	3%	6%	-2.2%	8%	1%[46.1 µM]	12%
O=C(O)CC1=C(Nc2ccccc2)C(=O)N(c2ccccc2)C1c1ccc(Br)cc1 (stereo unspecified)
  .	-15%	2%	0.0%	-2%	-41%	0%
Cc1ccc(OCC(=O)NC2CC(C)(C)NC(C)(C)C2)c(C)c1
  ?	0%	-1%	-0.1%	6%	-15%	1%
CC(C)Cn1c(-c2ccc(Cl)cc2)cnc1SCC(=O)N1CCOCC1
  10%	-13%	3%	-2.3%	-1%[38.3 µM]	-23%[46.1 µM]	-3%
CCCc1cc2c(cc1NC(=O)c1ccc(C(C)(C)C)cc1)OCO2
  -25%	-6%	1%	0.0%	8%	-58%	-3%
COC(=O)CCC(=O)NNC(=O)c1cccc(Br)c1
  1%	4%	5%	-1.2%	-4%	13%	-2%
COc1ccc(-n2nc(C(=O)NCC(=O)NCC3COc4ccccc4O3)c3ccccc3c2=O)cc1OC (stereo unspecified)
  -10%	5%	1%	8.4%	5%	-6%	1%
C/C(=N/NC(=O)c1cc(-c2cccc([N+](=O)[O-])c2)n[nH]1)c1ccc(Cl)cc1
  ?	-7%	2%	0.0%	-4%	-3%[46.1 µM]	6%
O=C(Nc1nncs1)c1cccc(S(=O)(=O)N2CCOCC2)c1
  -13%	.	-3%	0.8%	28%[38.3 µM]	-9%[46.1 µM]	-3%
Cc1cccc(OCC(=O)NC(=S)N2CCCc3ccccc32)c1
  -7%	-24%	0%	-1.1%	-5%[38.3 µM]	-5%[46.1 µM]	-11%
OCCN(/C=N/c1nc(-c2ccc(Br)cc2)cs1)CCO
  17%	.	-2%	-5.9%	6%[38.3 µM]	2%[46.1 µM]	-7%
COc1ccc(CCNC(=O)c2ccc(CNS(=O)(=O)c3cccc(Cl)c3)cc2)cc1OC
  15%	1%	-1%	0.0%	14%	7%	1%
COc1ccccc1-n1c2nc3ccccc3nc2c2c(=O)n(-c3cc(C)cc(C)c3)cnc21
  0%	-1%	-3%	2.8%	-5%	-19%	-8%
CC1CCN(Cc2nc3c(c(=O)n(C)c(=O)n3C)n2CCCc2ccccc2)CC1
  7%	4%	0%	1.3%	19%[38.3 µM]	-13%[46.1 µM]	-2%
